uPA surface inh: blocks generation of uPA at the cell surface; AID 540303; actives 0.31% (n = 330,000); Potency, µM (doses to about 38.3 µM), for the others: at the highest dose activity change, negative = inhibition, most hits filed as inhibitors; cell surface uPA generation assay, qHTS; active means well fitted inhibition curve with a large enough effect; inconclusive means small, poorly fitted or top-dose-only effect; inactive means no such curve, though single readings can be large or run the other way; tested in mouse RAW 264.7 cells; further: on the % scale 0 is the no-effect control and ±100 the full control effect; nearly all actives have a fitted effect of over 55% in size
MBNL1-CUG inh: inhibitors of human MBNL1 binding to CUG repeat RNA; Potency, µM (doses to about 57.5 µM), for the others: top-dose activity change, negative = inhibition, hits mostly inhibitors; TR-FRET MBNL1-His/biotin-(CUG)12 binding, 665/545 ratio; AID 2675; Q9NR56; actives 0.036% (n = 280,000); active means well fitted inhibition curve with a large enough effect in the signal ratio, with a control signal flat, not every such curve was filed as active; inconclusive means small, poorly fitted or top-dose-only effect, or effect the other way, or a change in a side signal; inactive means no such curve, though single readings can be large or run the other way; the % refers to the signal ratio; further: on the % scale 0 is the no-effect control and ±100 the full control effect
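Ratiometric TR-FRET (665 over 545 nm, excitation 340 nm) tracks disruption of MBNL1-His/biotin-(CUG)12 complex after 60 min at room temperature, with compounds at 92 nM to 58 uM final.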
p53 reactivation: restores transcriptional activity of mutant p53; AID 504706; actives 0.063% (n = 320,000); Potency, µM (titrated, usually from 92.2 µM), inactives show top-dose activity change, positive = activation, actives largely listed as activators; H1299 p53-A138V BP100-luciferase reporter, luminescence, 24 h; further: % of control where 0% means no effect; nearly all actives have a fitted effect of over 45% in size
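H1299 (p53-null), stable ts p53-A138V + BP100-Luc; 1000 cells/well, Opti-MEM/10% FBS; cpd 4 pt, 1:5; 24 h, 37 deg C, 5% CO2; detection reagent 10 min RT; luminescence.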
BRCA1 expr up: increases BRCA1 expression. AID 624202. Potency, µM (top dose mostly 46.1 µM), without a hit: at the top dose activation, hits mostly activators. MCF7-BRCA1-FFLuc reporter, luminescence, 48 h; response scale: scaled: vehicle 0%, 10 µM genistein 100%. actives 1.1% (n = 380,000); further: nearly all actives have a fitted effect of over 80% in size; some results filed as inactive show a strong effect at the top dose
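Using MCF7 cells harboring a BRCA1 firefly luciferase reporter, plated 2 h before compound pinning, the screen measured luminescence after 48 h incubation. Responses were normalized to DMSO and 10 microM genistein, then fitted for concentration-effect.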
CXXC DNA block: inhibitors of human MLL CXXC domain-DNA interaction | MLL-CXXC / FITC-HOXA9 DNA fluorescence polarization | Potency, µM (top dose mostly 115 µM), without a hit: at the top dose activity change, negative = inhibition, most hits filed as inhibitors | actives 0.037% (n = 290,000) | AID 2662; active means well fitted inhibition curve with a large enough effect in the polarisation, with a control signal flat, not every such curve was filed as active; inconclusive means small, poorly fitted or top-dose-only effect, or effect the other way, or a change in a side signal; inactive means no such curve, though single readings can be large or run the other way; the % refers to the polarisation
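Fluorescence polarization: 7 uM MLL-CXXC (stock) preincubated 5 min with compounds, then 50 nM fluorescein-HOX-A9 DNA (stock) added; 30 min ambient. Buffer 50 mM Tris-HCl pH 7.5, 50 mM NaCl, 1 mM DTT, 0.05% BSA.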
Rab9 prom act: activators of Rab9 promoter | Huh7 Rab9 promoter-luciferase reporter, luminescence, 24 h | Potency, µM (top dose mostly 9.22 µM), for the others: at the top dose activation, negative = inhibition, most hits filed as activators | actives 2.8% (n = 320,000) | AID 485297; further: % of control where 0% means no effect; nearly all actives have a fitted effect of over 60% in size
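Huh7 reporter line, Rab9 promoter upstream of luciferase. Compound exposure 24 h at 37 °C in reduced-serum medium with 10% FBS. Read-out: luminescence.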
FLuc modulator: inhibits or activates purified firefly luciferase, miR-21 counter-screen; P08659; purified FLuc, Km substrates, luminescence inhibition; Potency, µM (top dose mostly 57.5 µM), without a hit: at the highest dose activity change, negative = inhibition, actives largely listed as inhibitors; actives 6.9% (n = 360,000);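 further: plate controls were vehicle for no effect and reference inhibitor for full effect; nearly all actives have a fitted effect of over 55% in size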
Target sequence (P08659 whole entry, looked up): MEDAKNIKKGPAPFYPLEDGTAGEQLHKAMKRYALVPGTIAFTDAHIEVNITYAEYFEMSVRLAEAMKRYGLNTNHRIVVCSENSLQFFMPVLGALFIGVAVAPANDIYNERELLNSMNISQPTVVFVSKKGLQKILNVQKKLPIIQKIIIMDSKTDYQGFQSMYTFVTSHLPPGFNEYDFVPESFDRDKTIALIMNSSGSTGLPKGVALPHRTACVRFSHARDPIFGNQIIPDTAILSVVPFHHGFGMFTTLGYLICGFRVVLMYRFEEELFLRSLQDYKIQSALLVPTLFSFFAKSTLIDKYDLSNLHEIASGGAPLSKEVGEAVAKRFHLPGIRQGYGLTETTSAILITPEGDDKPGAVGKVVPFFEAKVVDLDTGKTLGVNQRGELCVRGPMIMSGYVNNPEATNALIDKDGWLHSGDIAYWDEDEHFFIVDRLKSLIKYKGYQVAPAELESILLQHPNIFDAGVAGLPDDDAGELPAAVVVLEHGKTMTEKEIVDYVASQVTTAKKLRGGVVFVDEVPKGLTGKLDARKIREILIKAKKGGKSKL
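Biochemical qHTS of compounds, final roughly 60 µM downward over six points, against 10 nM purified firefly luciferase using Km concentrations of substrates (10 uM D-luciferin, 10 uM ATP) in Tris acetate pH 7.5 buffer; luminescence output.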
ELG1 genotoxic: induces genotoxicity in HEK293T cells with luciferase-tagged ELG1 | HEK293T ELG1-luciferase reporter, luminescence, 16 h | Potency, µM (series often up to 46 µM), without a hit: at the top dose activity change, positive = activation, most hits filed as activators | actives 1.3% (n = 330,000) | AID 504466; further: % of control where 0% means no effect; nearly all actives have a fitted effect of over 60% in size
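Reporter readout depends on ELG1 protein level, which increases with genetic stress. After 16 hr compound exposure at 37 °C, luciferase activity was quantified using ONE-Glo.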
VP16 counter: Gal4-VP16 reporter inhibition counter-screen. Drosophila S2 Gal4-VP16 UAS-luciferase, luminescence, 20 h. actives 3.5% (n = 310,000). Potency, µM (titrated, usually from 53.6 µM), inactives show at the top dose activity, negative = inhibition, hits mostly inhibitors;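 further: Gal4-VP16 expression switched on by copper sulfate through the metallothionein promoter; on the % scale 0 is the no-effect control and ±100 the full control effect; nearly all actives have a fitted effect of over 50% in size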
RORg inh: ROR gamma (mouse) transcription inhibition; Drosophila S2 Gal4-RORgamma UAS-luciferase reporter, 20 h; Potency, µM (series often up to 53.6 µM), without a hit: top-dose activity change, negative = inhibition, usual class: inhibitors; actives 5.4% (n = 310,000); AID 2551; further: on the % scale 0 is the no-effect control and ±100 the full control effect; nearly all actives have a fitted effect of over 60% in size
Target sequence (P51450 whole entry, looked up, the tested form may be a part): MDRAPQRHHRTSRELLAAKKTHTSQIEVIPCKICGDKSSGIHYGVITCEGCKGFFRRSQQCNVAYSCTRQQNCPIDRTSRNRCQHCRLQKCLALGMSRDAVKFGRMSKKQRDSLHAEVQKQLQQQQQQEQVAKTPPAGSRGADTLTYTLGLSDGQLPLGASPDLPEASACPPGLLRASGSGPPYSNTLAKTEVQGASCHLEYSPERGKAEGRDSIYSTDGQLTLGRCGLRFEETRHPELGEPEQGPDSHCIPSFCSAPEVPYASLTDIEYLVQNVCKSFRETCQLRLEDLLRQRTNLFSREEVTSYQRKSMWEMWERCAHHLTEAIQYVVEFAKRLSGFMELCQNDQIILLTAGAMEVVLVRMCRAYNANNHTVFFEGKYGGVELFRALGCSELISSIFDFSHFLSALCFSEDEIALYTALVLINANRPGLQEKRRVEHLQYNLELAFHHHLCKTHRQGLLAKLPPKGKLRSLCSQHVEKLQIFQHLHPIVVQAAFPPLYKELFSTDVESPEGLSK
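Using a luciferase readout, inhibitors were identified by reduced reporter activity in Drosophila cells coexpressing a copper-inducible Gal4–ROR gamma fusion and UAS-driven Photinus luciferase, incubated 20 hr after 700 uM copper sulfate.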
NPC1 promoter act: activates the NPC1 promoter; actives 2.4% (n = 320,000); Huh7 NPC1 promoter luciferase reporter, 24 h; Potency, µM (titrated, usually from 9.22 µM), inactives show at the top dose activation, usual class: activators;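 further: % of control where 0% means no effect; nearly all actives have a fitted effect of over 60% in size; reporter is driven by a mutant NPC1 promoter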
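Cells: Huh7 expressing luciferase under the NPC1 promoter, 1500/well. Seeded 2 h, compound added, incubated 24 h at 37 °C. Luciferase reagent, 10 min ambient, then luminescence.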
Active calls of the source: *; ? = inconclusive; . = not tested or not shown; [ ] = another dose, or the depositor's remark. Unless noted, the call rests on the fitted dose curve; in most records, active means well fitted curve in the direction sought with a large enough effect; inconclusive means small, poorly fitted or top-dose-only effect, or another doubt; inactive means no such curve, though single readings can be large; an effect the other way counts as inactive or inconclusive. Potency means the concentration at half of the fitted maximal effect. An excerpt, so the mix of outcomes need not match the whole.

SMILES	uPA surface inh	MBNL1-CUG inh	p53 reactivation	BRCA1 expr up	CXXC DNA block	Rab9 prom act	FLuc modulator	ELG1 genotoxic	VP16 counter	RORg inh	NPC1 promoter act
COc1ccc(-n2c(C(C)n3nc(C)c([N+](=O)[O-])c3C)n[nH]c2=S)cc1 (stereo not drawn)	0.7%	3.6%	-4.4%	-0.1%	0.2%	11.6%	-4.5%	-0.9%	-16.0%	4.6%	-1.9%
COc1ccc(NC(=O)Nc2sc(=S)n(C)c2C)cc1	2.0%	3.3%	21.3%	-49.9%	6.3%	-0.6%	4.0%	-4.8%	0.4%	?	1.5%
C[C@@]12CC(=O)NC1N(C(=O)c1cccc(C(F)(F)F)c1)C(c1ccccc1OC(=O)c1cccc(C(F)(F)F)c1)C2 (stereo partly drawn)	0.0%	0.1%	-1.6%	-40.7%	-3.5%	1.2%	-1.4%	-4.2%	-13.4%	-30.0%	-1.2%
Cc1ccc(N2C(=O)N(CC(=O)Nc3cc(C)cc(C)c3)C(=O)C2C)cc1 (stereo not drawn)	-0.5%	-3.7%	-0.4%	6.4%	-2.8%	-6.4%	0.5%	2.5%	-0.5%[10 µM]	6.1%	1.6%
CC1CCN(S(=O)(=O)c2ccc(C(=O)OC(C)C(=O)N(C)C3CCCCC3)cc2)CC1 (stereo not drawn)	-0.4%	.	8.4%	-7.9%	.	-11.1%	-5.3%	-2.0%	.	.	-1.6%
CCC1COCCS(=O)(=O)N1Cc1ccccc1F (stereo not drawn)	-9.2%	-7.4%	9.3%	23.1%	-5.1%	-2.1%	0.1%	-0.6%	1.8%	-21.7%	-2.0%
Cc1cc([N+](=O)[O-])nn1CC(=O)NNC(=S)Nc1ccc(Cl)cc1	4.3%	6.0%	13.7%	-27.3%	2.3%	-10.6%	6.5%	1.0%	?	15.8µM*	-3.6%
Cc1onc(-c2c(F)cccc2Cl)c1C(=O)NC(=S)NC1CCS(=O)(=O)C1 (stereo not drawn)	2.3%	-3.8%	-1.8%	-27.8%	-1.6%	6.3%	0.6%	1.0%	2.4%	-30.9%	-0.7%
Cc1ccc(CONC(=O)c2cccc(C)c2)cc1	-4.9%	.	6.4%	8.91µM*	.	?	?	-0.8%	.	.	16.3%
COc1cccc(/C=N/NC(=O)c2cc(-c3cccn3C)n[nH]2)c1	-1.6%	-4.2%	0.3%	5.1%	13.2%	-5.0%	?	-1.2%	-22.7%	?	-3.7%
Cn1c(=O)c2ccccc2n(CC(=O)NCCC2=CCCCC2)c1=O	3.9%	-2.1%	3.1%	1.6%	-14.1%	2.9%	2.9%	6.5%	2.5%	5.6%	-2.7%
COc1ccc(OCC(=O)NNC(=O)c2cccc(O)c2)cc1	6.4%	4.3%	4.3%	-12.7%	-1.6%	-5.0%	4.2%	-0.7%	1.5%	-4.2%	-3.9%
Cc1cc(NCC(c2ccccc2)c2ccccc2)n2ncnc2n1	0.0%	-4.1%	-3.8%	-27.8%	-10.1%	-6.0%	-1.3%	-4.7%	-17.2%	7.4%	-6.6%
Nc1nc(SCc2nc3scc(-c4cccs4)c3c(=O)[nH]2)n[nH]1	1.8%	-0.8%	8.8%	-21.8%	-0.9%	-1.4%	0.5%	2.0%	1.6%	-14.2%	-0.8%
Cc1ccccc1NC(=O)Cc1nc(COC(=O)Cc2c(F)cccc2Cl)cs1	-5.4%	.	?	8.6%	.	-0.3%	-2.1%	-6.0%	.	.	-0.8%
Cc1ccc(S(=O)(=O)NCc2ccncc2)c(C)c1C	-6.4%	-8.3%	-2.2%	-27.8%	-5.0%	-5.0%	-4.6%	0.2%	0.0%	?	-3.2%
O=C(NCC(c1ccco1)N1CCc2ccccc2C1)c1ccccc1Br (stereo not drawn)	-3.5%	.	4.5%	-17.8%	.	1.3%	4.0%	-2.2%	.	.	-1.0%
C1CCCCCC2(CCCCC1)OCC(CN1CCOCC1)O2 (stereo not drawn)	-2.9%	.	-4.8%	-47.4%	2.4%	-4.3%	2.0%	-5.4%	-11.5%	-12.5%	-2.4%
CCOC(=O)C1=C(c2ccccc2)Nc2ncnn2C1c1ccc(C(=O)O)cc1 (stereo not drawn)	-0.1%	-11.5%	0.7%	-5.3%	-8.7%	-1.8%	2.0%	0.9%	-5.5%	1.0%	5.5%
COc1ccc(NC(=O)c2nnn(Cc3cccc(F)c3)c2N)c(OC)c1	-11.5%	1.2%	2.3%	6.4%	-12.0%	-0.7%	-5.1%	-3.0%	-0.4%	-20.1%	7.1%
CC(C)CN1CCN(Cc2cccc3nccnc23)CC1CCO (stereo not drawn)	5.6%	4.1%	1.1%	1.5%	5.3%	2.4%	-0.1%	-0.3%	-2.1%	-28.0%	1.4%
Cc1ccsc1/C=N/NC(=O)CN1CCN(Cc2ccccc2)CC1	2.4%	.	5.3%	-12.3%	0.4%	-2.3%	2.0%	0.1%	-12.5%	-5.3%	-4.7%
CC(C)OCCCNC(=O)c1ccc(NC(=O)C2CCCO2)cc1 (stereo not drawn)	0.8%	-3.3%	11.4%	15.5%	-6.5%	0.9%	4.6%	1.1%	12.2%	-11.1%	1.8%
Cc1ccc(-c2csc(/C(C#N)=C(\O)CN3CCN(C(=O)c4ccco4)CC3)n2)cc1	-7.9%	1.6%	-6.6%	-10.0%	-10.1%	13.6%	3.0%[2.3 µM]	-2.7%	8.7%	38.3%	-1.4%
CN(c1ccccc1)S(=O)(=O)c1cccc(NC(=O)CCN2C(=O)C3CCCCC3C2=O)c1 (stereo not drawn)	0.2%	-8.6%	-4.3%	0.2%	4.9%	0.3%	1.8%	-9.5%	-0.9%	11.7%	-1.9%
COc1ccc(CSc2nc3ccccc3c(=O)[nH]2)cc1F	-4.6%	1.3%	-4.6%	34.3%	8.6%	-2.7%	-17.1%	2.9%	-5.2%	30.5%	1.0%
Cc1cc(C)c(C#N)c(Oc2ccc(F)cc2)n1	1.2%	1.9%	-4.4%	2.1%	1.8%	-12.9%	7.1%	3.7%	-1.2%	12.9%	-5.3%
Cc1cc(C)cc(-c2nnc(SCC(=O)Nc3cc(C)on3)o2)c1	4.2%	.	-2.4%	-14.4%	.	-0.8%	3.8%	-0.5%	.	.	0.1%
CCN1C(=O)C2(C(C(=O)c3cc4ccccc4o3)=C(O)C(=O)N2CCCN2CCOCC2)c2ccccc21 (stereo not drawn)	-3.8%	53.3%[activator]	-0.2%	-1.4%	5.6%	-0.7%	-1.7%	-0.1%	0.4%	15.9%	-4.7%
COc1cc(CNCCc2ccc(S(N)(=O)=O)cc2)ccc1OCC(=O)NC1CCCCC1	.	17.5%	-4.2%	1.7%	5.3%	3.4%	-2.5%	-0.5%	-6.3%	-7.8%	-2.0%
N/C(=N\N=C\c1ccc2c(c1)OCO2)SC1CC(=O)N(c2ccc(C(=O)O)cc2)C1=O (stereo not drawn)	-1.5%	?	-2.2%	-1.2%	-15.4%	2.9%	?	0.4%	4.4%	13.6%	-0.4%
COc1ccc(OC)c(NC(=O)CCS(=O)(=O)c2cc3c(cc2C)NC(=O)CO3)c1	15.0%	-5.5%	-0.2%	0.0%	-2.1%	0.9%	-0.3%	1.4%[9.26 µM]	-0.9%	0.8%	-3.2%
COC(=O)Cc1sc(-c2ccccn2)nc1-c1ccccc1	6.8%	.	-4.7%	-6.7%	0.0%	-2.8%	?	-11.5%	0.0%	-6.6%	-1.1%
COC(=O)c1ccc(N(CC(=O)NC2CCCC2)C(=O)CNC(=O)c2ccco2)cc1	1.0%	-4.7%	2.7%	6.4%	16.9%	-2.0%	-0.3%	2.8%	-0.6%	11.5%	2.6%
O=C(CCCN1C(=O)/C(=C\c2cccs2)SC1=S)Nc1cc([N+](=O)[O-])ccc1O	-9.6%	3.6%	-3.3%	-24.0%	?	-1.5%	-5.3%	-14.0%	20µM*	?	-2.3%
CN(C)c1nc(Oc2ccc(=O)n(-c3ccccc3)n2)nc(N2CCOCC2)n1	-1.3%	12.3%	-6.2%	-18.3%	5.5%	-8.1%	-0.9%	3.8%	1.3%	11.8%[10 µM]	-3.0%
CCCCN(CC)C(=O)Cn1cnc2sc(C)c(S(=O)(=O)N3CCC(C)CC3)c2c1=O	-2.8%	-3.1%	-6.1%	-4.7%	14.1%	-2.8%	-0.2%	-3.2%	-2.5%	-1.4%	-0.5%

Screening data: PubChem, National Center for Advancing Translational Sciences (NCATS)
